C-LANA FP: KSHV C-LANA DNA binding inhibition. inhibition, % at 9 µM. 340,000 compounds, 0.078% hits. MBP-C-LANA/FAM-LBS DNA binding, fluorescence polarization;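 active = highest replicate inhibition at or above 60% at 9 µM, even if other replicates fall short; inactive = all replicates below 60% inhibition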;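 note: 0% = neutral control wells and 100% = 4 µM acridine orange control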
PvdQ inh: blocks Pseudomonas aeruginosa PvdQ acylase activity | inhibition, % at 10 µM | 340,000 compounds, 0.063% hits | purified PvdQ acylase, fluorescence plate reader; in the data active = inhibition above about 30%, passing the limit was not always enough;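 note: 0% = vehicle neutral wells and 100% = reference inhibitor wells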
dFosB act: activators of mouse delta FosB homodimer; P13346; 340,000 compounds, 0.99% hits; activation, % at 25 µM; purified delta FosB, TAMRA-CDK5 oligo fluorescence polarization; percent of positive-control signal above neutral wells;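 active = mean activation above about 17%, with every replicate also reaching it, limit read from the data, passing the limit was not always enough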;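 note: fluorescence polarization rise as delta FosB binds a TAMRA Cdk5 AP-1 oligo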
Target sequence (P13346 whole entry, looked up): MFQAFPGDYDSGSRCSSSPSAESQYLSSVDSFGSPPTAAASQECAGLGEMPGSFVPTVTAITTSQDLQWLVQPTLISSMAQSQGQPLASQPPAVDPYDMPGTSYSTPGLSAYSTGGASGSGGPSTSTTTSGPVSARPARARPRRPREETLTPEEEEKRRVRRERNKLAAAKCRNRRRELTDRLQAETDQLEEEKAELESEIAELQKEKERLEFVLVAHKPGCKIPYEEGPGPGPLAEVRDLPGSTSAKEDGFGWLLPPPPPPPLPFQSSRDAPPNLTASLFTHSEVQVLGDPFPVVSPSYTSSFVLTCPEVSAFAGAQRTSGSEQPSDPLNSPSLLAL
NSD2 HMT inh: NSD2 (human) methyltransferase inhibition. O96028. NSD2 peptide methylation, AlphaScreen, 120 min. inhibition, % at 12.5 µM. 310,000 compounds, 0.54% hits. AID 743445; in the data active = inhibition above about 50%
Cardiac RTF inh: cardiac RTF calcium desensitization | inhibition, % at 7.15 µM | 340,000 compounds, 0.12% hits | IANBD-labeled cardiac RTF, Ca2+ fluorescence | AID 493244;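 active = inhibition above the mean inhibition of all tested compounds plus 3 SD, cut at about 17% in these data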;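 note: assay run at fixed EC70 calcium of 1.6 mM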
PfHsp90 yeast 2: growth inhibition of yeast expressing Plasmodium Hsp90. inhibition, % at 9.4 µM. AID 504621. 310,000 compounds, 0.32% hits. S. cerevisiae expressing PfHsp90, BacTiter-Glo ATP, 48 h; yeast lacking PDR1 and PDR3 efflux regulators;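 active = every replicate shows inhibition above about 80%, whatever the replicate mean, limit read from the data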;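 note: 0% = DMSO neutral controls and 100% = 20 µM radicicol positive controls; yeast relying on Plasmodium falciparum Hsp90 in place of its own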
CDK5 p35 inh: inhibitors of human CDK5/p35 kinase. AID 488839. 330,000 compounds, 0.01% hits. Recombinant CDK5/p35, ADP-Glo luminescence, 60 min. inhibition, % at 10 µM;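 active = highest replicate inhibition of at least 50% and at least 75% of replicates reaching 50%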;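 note: plate controls were DMSO neutral control for no effect and GW8510 at 10 µM for full effect; many of its hits are not listed in these tables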
Mot1-301 SUMO: inhibitors of SUMOylation pathway: yeast Mot1-301 growth rescue; S. cerevisiae Mot1-301 growth rescue, ATP luminescence, 38.5C; percent above DMSO median, 100 means doubled; growth rescue, % at 18.8 µM; 320,000 compounds, 1% hits; AID 2716;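 active = every valid replicate shows activation above 250% relative to neutral control wells; inactive = the rest, any valid replicate at or below 250%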;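 note: OY570 slx delta 5 strain wells were the positive control but not used for scaling; some compounds called inactive have numbers as strong as hits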
Keap1 Nrf2 FP: disrupts human Keap1 binding to Nrf2 peptide. Q14145. Keap1 Kelch-Nrf2 peptide fluorescence polarization, 1536-well. inhibition, % at 9.4 µM. 340,000 compounds, 0.15% hits; in the data active = inhibition above about 12%;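 note: human Keap1 Kelch domain with fluorescein labeled Nrf2 9mer peptide probe; 0% = neutral control wells and 100% = peptide positive control; higher means more block of Keap1 binding to Nrf2 peptide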
cardiac RTF act: cardiac RTF calcium sensitization; activation, % at 7.2 µM; AID 493008; 340,000 compounds, 0.24% hits; IANBD-labeled TnC RTF fluorescence at EC20 calcium; 0% EC20 calcium, 100% full calcium;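 active = activation above the mean over all tested compounds plus 3 SD, cut at about 30% in these data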;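 note: rise in fluorescence read as greater calcium sensitivity of cardiac thin filaments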
Rtt109 HAT inh: blocks Candida albicans Rtt109/Vps75 acetyltransferase activity; inhibition, % at 34.9 µM; AID 540336; 330,000 compounds, 0.16% hits; purified Rtt109/Vps75, ThioGlo CoA-SH fluorescence, 4 h; Q5AAJ8;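 active = inhibition of at least 50% in every replicate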
Target sequence (Q5AAJ8 whole entry, looked up): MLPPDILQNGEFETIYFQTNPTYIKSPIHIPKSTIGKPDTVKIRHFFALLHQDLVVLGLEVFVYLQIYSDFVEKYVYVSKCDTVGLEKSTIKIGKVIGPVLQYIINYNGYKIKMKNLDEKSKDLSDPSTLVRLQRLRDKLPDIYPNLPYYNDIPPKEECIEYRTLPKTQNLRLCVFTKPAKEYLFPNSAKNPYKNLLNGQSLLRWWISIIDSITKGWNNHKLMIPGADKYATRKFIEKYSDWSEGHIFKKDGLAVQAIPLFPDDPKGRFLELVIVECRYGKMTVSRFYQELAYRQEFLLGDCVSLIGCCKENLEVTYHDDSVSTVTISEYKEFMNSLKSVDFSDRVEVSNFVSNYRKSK
Numbers without * were called inactive; i = inactive; · = not tested or not shown.

SMILES	C-LANA FP	PvdQ inh	dFosB act	NSD2 HMT inh	Cardiac RTF inh	PfHsp90 yeast 2	CDK5 p35 inh	Mot1-301 SUMO	Keap1 Nrf2 FP	cardiac RTF act	Rtt109 HAT inh
CCOc1cccc2c1OC1(C)CC2NC(=O)N1c1cccc(C(=O)NCc2ccccn2)c1 (centres undefined)	-0.5	-7	-1	0	-13	14	1.1	253	-1	19	-8
O=C1NC(=O)C2(CCCc3ccccc32)N1 (centres undefined)	0.7	-4	0	-3	-1	12	1.4	-18	-5	-2	6
C/C(=N\NC(=O)c1nn(C)c(C)c1Br)c1cccc(NC(=O)c2ccc(F)cc2)c1	-0.2	-12	-20	6	-4	-20	0.9	-19	-3	-4	-6
O=C(COC(=O)C1=COCCO1)Nc1ncc(C(F)(F)F)cc1Cl	1.3	1	-11	0	-6	23	-2.7	2	-4	3	0
CC/C(CC(=O)C(F)(F)F)=N\NC(=O)/C(C#N)=C/N(C)C	2.7	-7	5	1	-10	-15	0.3	-5	5	7	-5
CCC/C(=N\NC(=O)C1CC1)c1ccc(Br)cc1	-2.5	-8	-3	-5	-9	-1	0.1	9	-2	1	-2
CC(C)Cn1c(N)c(C(=O)COC(=O)c2c(F)cccc2F)c(=O)n(C)c1=O	-0.9	-19	-9	-1	-4	6	2.4	183	-4	12	1
COc1cccc(N(C(=O)CNC(=O)c2ccco2)C(C(=O)NC2CCCC2)c2cccnc2)c1 (centres undefined)	-1.5	-4	0	7	-16	56	2.4	14	-10	-1	-3
Cc1ccc(C2/C(=C(/O)c3ccc4c(c3)CC(C)O4)C(=O)C(=O)N2CCCn2ccnc2)cc1 (centres undefined)	-0.8	-7	-6	-2	-6	16	-1.0	6	1	-3	7
CCCCn1c(N)c(N(CC(C)C)C(=O)c2c(-c3ccccc3)noc2C)c(=O)[nH]c1=O	-0.4	-8	-3	-1	-1	-20	-0.5	-5	-2	0	-4
COc1ccc(/C=C/C(=O)Oc2cccc(/C=N/NC(=O)c3cccc(F)c3)c2)cc1	-1.3	-3	3	1	6	·	-2.4	-19	-4	6	0
Cc1ccc(CN2CCCN(Cc3ccc(F)cc3Cl)S2(=O)=O)cc1	1.7	-13	2	0	-4	-7	0.8	18	0	-2	0
CC1CC(C)CN(C(=O)CN2C(=O)NC(C)(C)C2=O)C1 (centres undefined)	1.3	2	8	-2	-6	·	-0.7	-6	-2	-1	0
CCc1cc2cc(C)cc(C)c2nc1SCC(=O)N1CCN(C(=O)c2ccco2)CC1	-0.6	2	-10	1	-1	-3	-0.9	-3	-1	-3	10
CCOC(=O)Cn1c(SC)nc2sc3c(c2c1=O)CC(C)(C)OC3	0.9	1	4	-1	-5	·	-0.7	-11	-3	3	12
O=C(CCN1CCc2ccccc2C1)Nc1cccc(F)c1	0.3	-6	3	·	-3	-6	0.9	3	-1	-7	-5
FC(F)(F)c1cnc2c(c1)Nc1ccccc1S2	-1.5	-9	-7	-1	5	-47	5.4	-17	-7	0	-1
C(=N\n1cnnc1)/c1cccc(Oc2ccccc2)c1	0.8	2	-7	·	-1	-30	-0.2	i	-1	-2	-8
Cc1ccc(CN2CC(C(=O)Nc3ccncc3)CC2=O)cc1 (centres undefined)	-1.5	-8	1	12	-4	-18	-1.8	293	1	1	-4
CCOC(=O)c1ccc(N/C=C/C(=O)c2ccccc2)cc1	0.0	-8	-2	23	-4	-30	0.5	-4	1	-4	-1
O=C1OC(CO)CN1Cc1ccccc1 (centres undefined)	-0.8	-2	-1	-1	3	-1	0.2	4	0	0	0
O=C(c1ccc(CS(=O)Cc2ccccc2Cl)o1)N1CCN(c2cccc(Cl)c2)CC1 (centres undefined)	-0.7	-12	-6	2	-9	-25	-1.6	0	-2	7	3
Cc1ccccc1C(=O)c1cccn1CC(=O)NC(C)CCc1ccccc1 (centres undefined)	-1.6	-5	-8	2	-7	8	0.7	2	-1	1	2
COc1cc(C(=O)Nc2ccc(NC(=O)C(C)C)nc2)cc(OC)c1OC	-0.8	-8	-9	-4	-6	-5	1.3	149	2	6	0
C=CCn1c(=O)c(C(=O)NCc2ccc(Cl)cc2)c(O)c2ccccc21	0.2	13	-28	2	2	-17	1.2	-1	-1	-1	-1
O=C(CN1CCSCC1)N/N=C/c1ccc(F)cc1F	-0.7	-7	-3	0	-2	-12	-0.1	-17	1	3	2
O=C(Nc1ccc(N2CCOCC2)c(Cl)c1)c1ccccc1Cl	0.2	-2	-4	-2	50*	-17	2.5	-8	-3	0	10
CC(C)(C)NCCCCOc1ccccc1F	-0.8	-27	3	8	-10	-12	-17	50	-4	6	0
Cc1ccc(N(Cc2cc(=O)[nH]c3ccccc23)C(=O)CCl)c(C)c1	-2.1	-12	-11	6	1	-36	-1.5	40	-3	-1	-26
CSc1ccc(COC(=O)c2cc([N+](=O)[O-])ccc2N2CCOCC2)cc1	1.5	-12	-13	11	-5	-4	0.7	119	-3	-12	-13
COCCNC(=O)C1CC(=O)N(CCc2ccccc2)C1 (centres undefined)	0.2	-11	4	-4	-4	17	-2.7	-4	-8	-2	-19
COc1ccc(NC(=O)CSCC(=O)N2CCN(c3cccc(C(F)(F)F)c3)CC2)cc1	-1.0	-24	-10	-2	2	-23	0.6	0	-5	-4	-2
COc1cccc(/C=C/C(=O)c2ccc(C)c([N+](=O)[O-])c2)c1	-0.7	-8	-3	6	2	-17	-0.7	500*	-2	5	1
CC1CN(C(=S)Nc2cccc(Cl)c2Cl)CC(C)O1 (centres undefined)	-1.6	-17	-1	·	-12	-4	0.5	0	4	2	-3
O=C(CS(=O)c1cccc(Cl)c1)Nc1ccccc1Cl (centres undefined)	0.6	-25	1	-3	-5	-42	2.1	3	-11	-2	1
CCOC(=O)c1ccc(NS(=O)(=O)CC)cc1	-0.4	-8	-2	0	2	12	0.7	-17	-1	-4	-12
O=C(COc1ccc(C(F)(F)F)cc1[N+](=O)[O-])Nc1cccc(C(F)(F)F)c1	2.2	-10	-7	-1	-4	8	2.5	-2	-6	4	4
Cc1cc(C(=O)CN2C(=O)c3ccccc3S2(=O)=O)c(C)n1-c1ccccc1	-3.2	-4	9	2	-1	-50	1.0	-3	-4	-1	-2
O=C(O)CSc1c(-c2ccccc2)[nH]c2ccccc12	-0.1	-1	1	-2	-3	-10	-0.1	42	5	1	-4
O=C(CNS(=O)(=O)c1cccs1)N1CCN(c2ccccc2F)CC1	1.9	-18	1	·	-26	-2	-5.7	14	1	2	5
COc1ccc(NC(=O)N(Cc2ccc3c(c2)OCO3)C2CC(=O)N(c3ccc(OC)cc3)C2=O)cc1 (centres undefined)	4.2	6	-2	1	-2	-6	-1.2	·	-1	-4	-3
CCOC(=O)c1sc(NC(=O)Cc2ccc(C)cc2)nc1C	-1.4	-2	-9	-1	11	-5	0.2	0	-3	-3	6
CCCSc1ccc2nc(-c3ccccc3)cn2c1	-1.4	-3	-4	-1	5	40	25	-49	1	2	12
CCC(CC)NC(=O)c1cc2c(C)nn(Cc3ccccc3Cl)c2s1	-0.6	-16	-2	-2	3	2	-3.0	-4	-11	1	-13
COc1ccc(S(=O)(=O)NC(C)C(=O)Nc2ccc3c(c2)OCO3)cc1OC (centres undefined)	0.0	-1	-2	0	-5	12	-0.5	3	1	-2	2
O=c1[nH]cnc2c1cnn2Cc1ccccc1	0.6	-12	0	-5	-1	·	-0.7	-10	-3	-4	-14
CC1CCN(S(=O)(=O)c2ccc(C(C)C)cc2)CC1	-0.3	11	-1	-1	4	4	2.2	49	-1	0	11
O=C(CCn1nnc(-c2cccs2)n1)NC1CCCCC1	0.2	-9	-8	-3	-5	-25	-2.1	58	4	5	10
CC1CCN(c2ccc([N+](=O)[O-])cc2C(=O)O)CC1	-1.0	5	4	-1	4	10	-0.5	16	-1	1	12
COc1ccccc1N1CCN(CC(=O)NC(=O)NCc2ccco2)CC1	0.6	7	2	4	3	-9	-0.7	20	-4	-4	-2

(further entries)
SMILES	C-LANA FP	PvdQ inh	dFosB act	NSD2 HMT inh	Cardiac RTF inh	PfHsp90 yeast 2	CDK5 p35 inh	Mot1-301 SUMO	Keap1 Nrf2 FP	cardiac RTF act	Rtt109 HAT inh
COC(=O)NC1(C(F)(F)F)NC(=O)N(C2CCCCC2)C1=O (centres undefined)	-1.9	18	7	-1	6	12	-0.1	826	-1	-4	11
Cc1ccc(-c2ocnc2C(=O)Nc2ccccc2C(=O)N2CCCC2)cc1	0.3	-7	-2	1	8	12	-1.2	-24	4	-6	-18
CC(NC(=O)Cc1cccc(C(F)(F)F)c1)c1ccc(F)cc1 (centres undefined)	-6.9	-15	0	-2	-14	-16	-0.4	·	2	3	2
COC(=O)c1cc(NC(=O)Cc2cccs2)cc(C(=O)OC)c1	-0.1	3	-11	9	7	10	-1.1	14	4	-5	-1

Screens (PubChem BioAssay)
